# Compound activity (PubChem)
# LMPTP inh = LMPTP (human) inhibition; inhibition, % at 20 µM; AID 651560; actives 0.22% (n = 360,000); recombinant LMPTP-A, OMFP fluorogenic substrate, fluorescence intensity;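 active means compounds that cut the enzyme signal by at least half of the control window in the single-dose screen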;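 further: plate controls were DMSO wells with enzyme plus substrate for no effect and substrate without enzyme for full effect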
#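 Assay system: LMPTP-A enzyme. Input: 0.625 nM LMPTP-A final. Probe or stimulus: 400 µM OMFP. Compound dosing: single 20 µM dose. Schedule: 50 min dark incubation at room temperature. Detection: fluorescence intensity of OMFP turnover product. Read-out: percent inhibition versus substrate-only and uninhibited controls. Benchmarks: no-enzyme low control, uninhibited high control.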
# Rin1-Abl PPI inh = inhibitors of human Rin1-Abl protein interaction; TR-FRET Rin1/Abl binding, biochemical; inhibition, % at 7.35 µM; actives 0.4% (n = 360,000); AID 588664; in the data active means inhibition above about 5%, passing the limit was not always enough
# CSN deneddyl inh = CSN deneddylation inhibition | Q92905 | Purified CSN, SCF-Nedd8-OG deneddylation, fluorescence polarization | inhibition, % at 12.5 µM | actives 0.38% (n = 360,000) | AID 651999;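 active means pattern-corrected inhibition above about 35%, with an unprinted fluorescence ratio check between 0.5 and 1.5, limit read from the data, passing the limit was not always enough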;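 further: 0% = enzyme with substrate and 100% = substrate without enzyme; some results filed as inactive read as strong as hits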
#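 Schedule: reaction 90 min, room temperature / Assay system: HEK293T-derived human Csn5 enzyme / Input: Csn5 at 0.24 nM final / Measure: inhibition of Csn5 cleavage, % / Control set: substrate-only high control, full reaction low control / Technique: fluorescence polarization of the substrate / Buffer or medium: Tris/NaCl/DTT buffer, pH 7.5 / Reagent: SCFSkp2-Nedd8OG substrate at 10 nM final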
# Scp-1 inhibitor = inhibitors of human Scp-1 phosphatase | Recombinant Scp1, phosphopeptide, malachite green phosphate absorbance | actives 0.88% (n = 340,000) | inhibition, % at 20 µM;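 active means inhibition above about 50% at 20 µM, limit read from the data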;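 further: plate controls were DMSO wells with enzyme for no effect and wells lacking enzyme for full effect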
#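 assay system = SCP-1 phosphatase catalytic domain, residues 76-261 | buffer or medium = 50 mM Tris acetate pH 5.5, 0.005% Tween-20, 10 mM MgCl2 | incubation = enzyme reaction 45 min at room temperature, colour 5 min, stabilisation 30 min | signal = Phosphate-binding colour reagent, absorbance read at 630 nm | measure = % inhibition at 20 µM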
# SUMO1 PPI mod = modulators of human SUMO1-mediated protein-protein interactions | actives 0.33% (n = 360,000) | inhibition, % at 20 µM | SUMO1 binding to a labelled peptide, TR-FRET, 1 h | P63165; in the data active means inhibition above about 37%
# DNMT1 inh = inhibitors of human DNMT1. P26358. DNMT1 molecular beacon, Hinp1I cleavage, fluorescence. inhibition (reported as % activation of signal), % at 10 µM. actives 0.83% (n = 360,000); in the data active means inhibition above about 50%
# Target sequence (P26358 504-1616 limits assumed): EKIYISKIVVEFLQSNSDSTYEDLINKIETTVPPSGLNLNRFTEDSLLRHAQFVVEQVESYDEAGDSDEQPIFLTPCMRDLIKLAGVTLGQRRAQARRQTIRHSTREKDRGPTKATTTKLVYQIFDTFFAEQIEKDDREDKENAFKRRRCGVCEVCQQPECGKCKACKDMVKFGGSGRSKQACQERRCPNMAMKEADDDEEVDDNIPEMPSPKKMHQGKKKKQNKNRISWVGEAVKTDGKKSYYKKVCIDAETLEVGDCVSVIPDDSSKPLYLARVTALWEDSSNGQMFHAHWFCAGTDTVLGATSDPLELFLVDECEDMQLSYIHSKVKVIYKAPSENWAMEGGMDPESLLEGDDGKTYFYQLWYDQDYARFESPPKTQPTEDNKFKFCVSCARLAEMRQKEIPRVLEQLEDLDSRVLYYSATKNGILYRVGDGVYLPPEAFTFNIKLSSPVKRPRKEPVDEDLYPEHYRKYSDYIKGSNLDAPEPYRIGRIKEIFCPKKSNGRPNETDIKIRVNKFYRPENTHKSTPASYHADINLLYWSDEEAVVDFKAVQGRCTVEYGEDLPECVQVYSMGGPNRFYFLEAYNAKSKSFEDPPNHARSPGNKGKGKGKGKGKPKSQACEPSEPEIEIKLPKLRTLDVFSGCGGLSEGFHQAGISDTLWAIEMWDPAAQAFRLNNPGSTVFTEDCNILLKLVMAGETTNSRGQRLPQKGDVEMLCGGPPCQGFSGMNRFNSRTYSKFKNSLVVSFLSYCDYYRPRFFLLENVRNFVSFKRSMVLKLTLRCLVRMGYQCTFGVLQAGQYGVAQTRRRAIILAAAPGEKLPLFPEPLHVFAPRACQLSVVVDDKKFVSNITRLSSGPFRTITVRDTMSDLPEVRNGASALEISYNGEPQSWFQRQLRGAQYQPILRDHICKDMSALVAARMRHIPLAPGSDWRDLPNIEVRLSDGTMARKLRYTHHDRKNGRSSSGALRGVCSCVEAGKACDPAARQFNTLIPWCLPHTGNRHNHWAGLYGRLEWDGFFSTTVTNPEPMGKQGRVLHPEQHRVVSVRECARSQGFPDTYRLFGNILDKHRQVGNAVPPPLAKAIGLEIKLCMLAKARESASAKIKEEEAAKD
# Rpn11 inh = Rpn11 (human) deubiquitinase inhibition | O00487 | human 26S proteasome, Ub4-pepOG fluorescence polarization; 20S core pre-blocked with epoxomicin | AID 588493 | actives 0.59% (n = 360,000) | calls only at 20 µM;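 active means inhibition at 20 µM, scaled to each plate's controls, above about 33%, limit read from the data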
# STEP inh = inhibitors of human striatal-enriched phosphatase STEP; P54829; recombinant STEP, OMFP fluorogenic substrate, fluorescence; inhibition, % at 20 µM; actives 0.25% (n = 360,000); AID 588621;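 active means inhibition at 20 µM, scaled per plate between control wells, above about 37%, limit read from the data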;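 further: 0% = DMSO with enzyme and substrate and 100% = substrate only without enzyme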
#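 System: isolated STEP enzyme; schedule: 20 min enzyme reaction at room temperature, protected from light; medium: Bis-Tris buffer pH 6.0, 2.5 mM DTT, 0.005% Tween 20; signal: fluorescence, 480/540 nm; dosing: single compound dose of 20 µM, 1% DMSO final; also added: OMFP substrate, 25 µM final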
# Neddyl block = inhibitors of human cullin neddylation. P61081+Q13564. TR-FRET cullin neddylation, biochemical. calls only at 25 µM. actives 0.58% (n = 360,000); in the data active means inhibition above about 36%
# NadD block = inhibitors of Staphylococcus aureus NadD. purified NadD enzyme, colorimetric absorbance read-out. inhibition, % at 20 µM. actives 0.78% (n = 360,000). AID 602399; in the data active means inhibition above about 26%; further: some compounds past the cut are filed as inactive
# * = called active by the depositor; i = inactive; . = not tested or not shown.
LMPTP inh	Rin1-Abl PPI inh	CSN deneddyl inh	Scp-1 inhibitor	SUMO1 PPI mod	canonical_smiles	DNMT1 inh	Rpn11 inh	STEP inh	Neddyl block	NadD block
-0.8	1	4	-7	0	Cc1cccc(C(=O)NCCNC(=O)c2cccc(C)c2)c1	3	i	-2	i	1
0.3	2	2	-10	-4	Cc1ccc(S(=O)(=O)NC(C)C(=O)NC2CCCCCC2)cc1 (stereo not drawn)	-6	i	-4	i	-2
-0.9	4	-2	-8	3	Cn1c2c(c(=O)n(C)c1=O)CN(Cc1ccc(F)cc1)CN2	0	i	-1	i	2
-0.3	1	1	-4	-2	O=C(Nc1ccc(O)cc1)/C(=C\c1cccs1)NC(=O)c1ccccc1	5	i	-3	i	-2
-0.4	3	0	-5	-5	O=C(CCCC(=O)Nc1ccccc1Br)N/N=C/c1c(F)cccc1Cl	4	i	0	i	-3
-1.4	1	-2	-17	24	O=C1NC(c2cc3c(cc2Cl)OCO3)Oc2ccccc21 (stereo not drawn)	6	i	2	i	-2
0.5	-3	1	-3	-5	O=C(CSc1nnc(COc2ccccc2)n1-c1ccccc1)c1ccccc1	-6	i	-1	i	-3
0.3	0	2	-2	-20	O=c1oc2cc(O)ccc2cc1-c1ccccc1	-1	i	1	i	-3
0.6	1	-2	-3	0	CCCOc1ccc(C(F)(F)F)cc1NS(=O)(=O)c1ccc(Cl)nc1	15	i	1	i	0
0.0	3	-2	3	0	COc1cccc2cc(C(=O)CS(=O)(=O)c3ccc(Cl)cc3)c(=O)oc12	11	i	2	i	8
0.6	0	0	-7	-11	C/C(=N\NC(=O)Cc1cccn1C)c1ccc2ccccc2c1	-2	i	4	i	-4
1.1	-4	4	-2	-8	C=CCc1ccccc1OCC(CN1CCCCC1)OC(C)=O (stereo not drawn)	1	i	1	i	0
-0.6	-5	-5	-3	0	CCOCCCNC(=O)C(c1ccc(Cl)cc1)N(Cc1cccs1)C(=O)c1ccccn1 (stereo not drawn)	-2	i	9	i	-1
3.4	1	0	-13	-4	CCCCC(NS(=O)(=O)c1ccc(C)cc1)C(=O)Oc1ccc2c3c(c(=O)oc2c1)CCC3 (stereo not drawn)	4	i	4	.	1
-1.0	2	0	-2	-5	CCCN(CCC)Cc1cc2ccccc2c2c1COC2	9	i	-2	i	-7
0.4	4	-2	2	6	O=C(Nc1ccccn1)c1ccc(COc2ccccc2Cl)o1	-1	i	0	i	4
-1.7	1	-2	.	3	CC(C)C(=O)N1CCC1(C)C(=O)Nc1ccccc1OC(F)F (stereo not drawn)	1	i	4	i	-1
-2.1	2	0	-36	1	Cc1ccc(CCN2CC(C(=O)NCCCN3CCCCCC3)CC2=O)cc1 (stereo not drawn)	-22	i	0	i	-1
0.4	0	2	-1	-24	O=S(=O)(Nc1cccc2ccccc12)c1cccc2nonc12	2	i	1	i	-2
-2.3	1	5	-4	0	COc1cc(C(O)P(=O)(OCCC(C)C)c2ccc(N(C)C)cc2)cc(OC)c1OC (stereo not drawn)	6	i	0	i	-4
-0.6	4	0	-4	-1	Cc1nn(C)c(C)c1S(=O)(=O)N1CCC(C(=O)NC2CCCc3ccccc32)CC1 (stereo not drawn)	-1	i	0	i	5
0.0	0	-5	-10	-5	CCOc1nc(-c2ccccc2)ccc1-c1noc(COC)n1	-5	i	3	i	-9
46	0	44*	72*	25	CCC(=O)Nc1ccc(C(=O)COC(=O)c2nc3nccc(C)n3n2)cc1	109*	i	5	i	46*
-1.3	-2	6	-4	-1	COC(=O)C1C(=O)C2=C(CC1C)NC(=O)CC2c1ccccc1 (stereo not drawn)	1	i	5	i	-5
0.4	2	65*	-8	-3	O=C(O)Cc1sc(NC2CCCCC2)nc1-c1ccc(Cl)cc1	-1	.	1	i	4

# Part of the list above, field by field.
CCCN(CCC)Cc1cc2ccccc2c2c1COC2
  LMPTP inh = -1.0 | Rin1-Abl PPI inh = 2 | CSN deneddyl inh = 0 | Scp-1 inhibitor = -2 | SUMO1 PPI mod = -5 | DNMT1 inh = 9 | Rpn11 inh = i | STEP inh = -2 | Neddyl block = i | NadD block = -7
O=C(Nc1ccccn1)c1ccc(COc2ccccc2Cl)o1
  LMPTP inh = 0.4 | Rin1-Abl PPI inh = 4 | CSN deneddyl inh = -2 | Scp-1 inhibitor = 2 | SUMO1 PPI mod = 6 | DNMT1 inh = -1 | Rpn11 inh = i | STEP inh = 0 | Neddyl block = i | NadD block = 4
CC(C)C(=O)N1CCC1(C)C(=O)Nc1ccccc1OC(F)F (stereo not drawn)
  LMPTP inh = -1.7 | Rin1-Abl PPI inh = 1 | CSN deneddyl inh = -2 | Scp-1 inhibitor = . | SUMO1 PPI mod = 3 | DNMT1 inh = 1 | Rpn11 inh = i | STEP inh = 4 | Neddyl block = i | NadD block = -1
Cc1ccc(CCN2CC(C(=O)NCCCN3CCCCCC3)CC2=O)cc1 (stereo not drawn)
  LMPTP inh = -2.1 | Rin1-Abl PPI inh = 2 | CSN deneddyl inh = 0 | Scp-1 inhibitor = -36 | SUMO1 PPI mod = 1 | DNMT1 inh = -22 | Rpn11 inh = i | STEP inh = 0 | Neddyl block = i | NadD block = -1

# Three entries from above, arranged by the value under DNMT1 inh, high to low:
smiles	DNMT1 inh
CCCOc1ccc(C(F)(F)F)cc1NS(=O)(=O)c1ccc(Cl)nc1	15
O=C(Nc1ccc(O)cc1)/C(=C\c1cccs1)NC(=O)c1ccccc1	5
O=C(Nc1ccccn1)c1ccc(COc2ccccc2Cl)o1	-1

# Other results
LMPTP inh	Rin1-Abl PPI inh	CSN deneddyl inh	Scp-1 inhibitor	SUMO1 PPI mod	canonical_smiles	DNMT1 inh	Rpn11 inh	STEP inh	Neddyl block	NadD block
-1.2	-11	5	-11	-48	CCN1CCCC1CNC(=O)c1ccc2c(c1)NC(=O)/C(=C\c1ccc(OC)c(OC)c1)S2 (stereo not drawn)	-11	i	4	i	6
3.0	-1	8	-10	-6	N#CC1=C(SCC(=O)c2ccc(Br)cc2)NC2=C(C(=O)CCC2)C1c1ccco1 (stereo not drawn)	-2	i	5	i	6
-1.4	1	0	-7	4	O=C(Nc1cccc(-c2nnc(-c3ccccc3)o2)c1)C1CCCO1 (stereo not drawn)	3	i	0	i	-9
0.6	0	-2	3	-1	Nc1c(N(Cc2ccco2)C(=O)COc2ccccc2F)c(=O)[nH]c(=O)n1Cc1ccccc1	0	i	1	i	1
-2.4	0	-2	-4	0	CN1CCC(=NNC(=O)c2cc(-c3ccc(Cl)cc3)n[nH]2)CC1	0	i	3	i	-3
0.2	4	-2	-2	4	CCn1c(SC)nnc1-c1ccc(S(=O)(=O)N2CCCCC2)cc1	2	i	-4	i	-1
-0.2	-2	-1	3	2	CCCCn1cnc2c(cnn2-c2ccc(Cl)cc2)c1=O	8	i	2	i	-3
0.8	0	-2	13	1	O=C(Cc1ccc2cccnc2c1)c1ccc(O)cc1O	11	i	0	i	0
0.3	0	2	9	4	COc1ccc(CN(C)C(C)C(=O)Nc2ccc(S(=O)(=O)N3CCOCC3)cc2)c(OC)c1 (stereo not drawn)	7	i	-3	i	0
-1.4	0	1	.	8	CCCCN1C(=O)C(CC(=O)NC2CCCCC2)CC(C(=O)N2CCOCC2)=C1C (stereo not drawn)	5	i	-1	i	-3
0.5	1	-4	-10	-3	COc1cc2c(cc1OC)CN(C(=O)c1ccc(S(=O)(=O)N3CCCCC3)cc1)CC2	-1	i	3	i	4
-0.1	-3	1	-8	3	Cc1c(/C=N/NC(=O)C(C)(C)Oc2ccc(Cl)cc2)cnn1C	4	i	1	i	7
-0.5	2	-6	3	-4	CC(c1ccccn1)N(Cc1ccco1)C(=S)Nc1cccc(F)c1 (stereo not drawn)	1	i	0	i	2
-3.9	-3	2	-5	3	COc1ccc(NC(=O)/C=C/C(=O)O)cc1Cl	-2	i	3	i	-2
0.5	-1	2	10	-12	CC1=N/C(=C\c2ccc([N+](=O)[O-])cc2)C(=O)N1c1ccc(Br)c(C)c1	6	i	-1	i	6
1.1	0	0	-5	3	CCCCOc1ccc(N(CC(=O)NC2CCCCC2)C(=O)CCC(=O)Nc2ccccn2)cc1	0	i	0	i	1
1.7	-2	9	-2	11	O=C(O)C1CCN(c2nc(-c3ccccc3)nc3c2oc2ccccc23)CC1	2	i	6	i	11
-0.4	0	4	-6	3	Cc1ccc(NC(=O)Cc2cc(C(=O)O)c3ccccc3n2)c(C)c1	-1	i	-2	i	-1
1.5	0	0	2	5	Cc1ccsc1CN(C)C(=O)c1ccc(Oc2ccccc2)cc1	-4	i	1	i	-1
20	0	1	2	-9	O=C(COc1ccc(Cl)cc1Cl)NC(=S)N1CCCc2ccccc21	-6	i	2	i	9
-0.4	-2	-1	-2	3	CCn1c(=O)c2c(cnn2C)c2ccccc21	-2	i	-4	i	-4
2.7	-6	3	-5	-24	CNc1ccc(/C=C/C(=O)c2cccc3ccccc23)cc1[N+](=O)[O-]	-1	i	1	i	1
-3.1	2	0	.	3	C=CCOc1cccn2c(N(C)C(=O)c3ccc(OC)cc3)c(CC)nc12	-1	i	-3	i	-1
-0.4	-11	0	-5	-20	C=CCn1c(=O)n(CCOC)c(=O)c2sc3ccccc3c21	11	i	-1	i	-1
-1.6	0	-4	-5	1	COc1cccc(NC(=O)CN(C)C(=O)c2cc(C)on2)c1	0	i	-3	i	-4
1.0	2	-2	-5	1	Cc1ccc(S(=O)(=O)N2CCN(C(=O)c3c(-c4ccccc4)noc3C)CC2)cc1	-1	i	1	i	-3
0.3	1	1	-1	2	COc1ccccc1NC(=O)CSc1nnnn1C	-3	i	-1	i	1
-0.6	4	0	5	0	COC(=O)C1CC(O)CN1C(=O)Nc1cccc(C(F)(F)F)c1 (stereo not drawn)	2	i	2	i	-4
3.2	-4	-2	-16	-4	CCOC(=O)c1c(NC(=O)CSc2nc3ccccc3o2)sc(C(C)=O)c1C	-19	.	0	i	6
-1.0	3	-3	7	4	O=C(COC(=O)c1ccc(Cl)nc1)Nc1c(Cl)cccc1C(F)(F)F	14	i	-4	i	-3
2.6	4	1	-5	-2	Cc1cccc(NC(=O)c2nc[nH]c2C(=O)NCCCCCNC(=O)OC(C)(C)C)c1	-6	i	-4	i	-1
0.0	-1	0	-2	4	Cc1ccnc(NS(=O)(=O)c2ccc(NC(=O)C34CC5CC(CC(C5)C3)C4)cc2)n1	7	i	0	i	11
-1.5	-1	1	.	3	O=C(CNC(=O)N1CC(=O)Nc2ccccc21)Nc1ccc(Cl)cc1Cl	1	i	-2	i	-6
-1.3	1	-2	-2	-2	COCCNC(=O)Cc1c(C)c2cc3c(cc2oc1=O)OC(C)(C)CC3	-1	i	-2	.	-3
-2.7	1	-2	0	5	COc1ccccc1C(=O)NC(C)c1ccc(-n2ccnc2)cc1 (stereo not drawn)	2	i	-3	i	-3
-1.1	-2	0	-1	6	CC(=O)NC(Cc1c[nH]c2ccccc12)C(=O)NCc1ccco1 (stereo not drawn)	2	i	1	i	1

# This is a random part of the collection; overall some 3.8% were active at least once.
